# Screening data deposited in PubChem by National Center for Advancing Translational Sciences (NCATS).
# TSHR antag – human thyrotropin receptor antagonism; TSHR-expressing cells, TSH-stimulated cAMP HTRF, 2 h; active compounds read low; P16473; hit rate 0.2% among 330,000; activity change, negative = inhibition, % at 11.5 µM;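 active means activity change below a set negative limit, meaning inhibition stronger than a set level, cut at about -70% in these data; inconclusive means activity change between two set negative limits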; further: on the % scale 0 is the no-effect control and ±100 the full control effect
#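 Antagonism was scored as loss of TSH-driven cAMP in TSHR cells, stimulated with 4nM TSH (EC80) for 2 hours at 37 deg C and detected by homogeneous HTRF competition immunoassay.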
# Tb PFK inh – inhibitors of T. brucei phosphofructokinase; O15648; T. brucei PFK, ADP-Glo luminescence; Potency, µM (top dose mostly 57.5 µM), for inactives: at the highest dose activity, negative = inhibition, usual class: inhibitors; hit rate 0.17% among 330,000; AID 485367;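 further: potency means the concentration at half of the fitted maximal effect; 0% = uninhibited 1x PFK enzyme wells and -100% = no-enzyme wells; nearly all actives have a fitted effect of over 60% in size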
# Target sequence (O15648 whole entry, looked up): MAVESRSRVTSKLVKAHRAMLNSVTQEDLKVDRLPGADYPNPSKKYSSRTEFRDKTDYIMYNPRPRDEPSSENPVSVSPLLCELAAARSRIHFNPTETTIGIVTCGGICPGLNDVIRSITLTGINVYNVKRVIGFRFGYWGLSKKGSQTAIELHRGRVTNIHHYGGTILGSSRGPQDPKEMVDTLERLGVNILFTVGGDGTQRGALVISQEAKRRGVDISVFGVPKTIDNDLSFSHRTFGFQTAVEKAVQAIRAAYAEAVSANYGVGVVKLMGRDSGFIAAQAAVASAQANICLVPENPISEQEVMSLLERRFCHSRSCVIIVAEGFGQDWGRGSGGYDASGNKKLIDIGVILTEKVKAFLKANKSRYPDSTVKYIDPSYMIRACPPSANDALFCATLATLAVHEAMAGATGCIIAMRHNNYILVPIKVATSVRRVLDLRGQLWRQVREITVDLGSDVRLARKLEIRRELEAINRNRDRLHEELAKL
#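 1.25 nM PFK with 0.5 mM F6P and 0.1 mM ATP in 0.1 M TEA pH 8.0, 5 mM MgCl2, incubated 45 min at room temperature; ADP measured by ADP-Glo luminescence; compounds titrated up to 57 uM.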
# PTAP TSG101 blk – blocks PTAP/TSG101 interaction to inhibit HIV-1 budding | 340,000 tested, under 10 active | Q99816 | AID 493005 | Fluorescence polarization, FITC-PTAP peptide / Tsg101 binding | Potency, µM (doses to about 115 µM), inactives show at the top dose activity change, negative = inhibition, hits mostly inhibitors; active means well fitted inhibition curve with a large enough effect in the main read-out, with a control signal flat, not every such curve was filed as active; inconclusive means small, poorly fitted or top-dose-only effect, or effect the other way, or a change in a side signal; inactive means no such curve, though single readings can be large or run the other way; further: potency means the concentration at half of the fitted maximal effect; % of control where 0% means no effect
#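 Steps: Tsg101 binding domain dispensed (10 uM final), compounds pinned in DMSO, FITC-labeled PTAP-motif peptide added (50 nM final); after 20 min binding at room temperature, polarization measured.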
# USP2a inh – USP2a (human) protease inhibition; O75604; USP2 core, Ub-CHOP2 coupled fluorogenic reporter, 485/531; Potency, µM (titrated, usually from 38.3 µM), for inactives: at the highest dose activity change, negative = inhibition, most hits filed as inhibitors; hit rate 0.01% among 330,000;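 further: potency means the concentration at half of the fitted maximal effect; plate controls were DMSO wells for no effect and full inhibition by NEM control for full effect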
#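 Deubiquitinase activity read as fluorescence (485/531 nm) after Ub-CHOP2 cleavage activates the enterokinase reporter on its substrate; USP2 core 10nM, Ub-CHOP2 and substrate 25nM each, 30min compound preincubation then 60min RT; data normalized to NEM, curves fitted.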
# TCR act – activates T cell receptor signaling; Potency, µM (highest dose often 9.22 µM), for the others: at the top dose activation of IL-2 secretion, usual class: activators; primary human leukocytes, anti-CD3, IL-2 HTRF, 48 h; 330,000 tested, under 10 active; further: % of control where 0% means no effect
#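 1) Mix primary human leukocytes, a-CD3 beads and compound. 2) Incubate 48 hr. 3) Add HTRF IL-2 reagents (a-IL-2-K, a-IL-2-d2).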
# uPA surface inh – blocks generation of uPA at the cell surface. cell surface uPA generation assay, qHTS. Potency, µM (doses to about 38.3 µM), for the others: at the top dose activity change, negative = inhibition, usual class: inhibitors. hit rate 0.31% among 330,000. AID 540303; active means well fitted inhibition curve with a large enough effect; inconclusive means small, poorly fitted or top-dose-only effect; inactive means no such curve, though single readings can be large or run the other way; tested in mouse RAW 264.7 cells; further: potency means the concentration at half of the fitted maximal effect; on the % scale 0 is the no-effect control and ±100 the full control effect; nearly all actives have a fitted effect of over 55% in size
# BCR signal inh – blocks chronic active B-cell receptor signaling | ABC-DLBCL IkBa-CBG/CBR reporter, luminescence ratio, 4 h | Potency, µM (highest dose often 46.1 µM), inactives show top-dose ratio change, negative = lower green/red ratio, actives largely listed as inhibitors | hit rate 0.05% among 340,000; active means well fitted inhibition curve with a large enough effect in the signal ratio, with a control signal flat, not every such curve was filed as active; inconclusive means small, poorly fitted or top-dose-only effect, or effect the other way, or a change in a side signal; the % refers to the signal ratio;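 further: potency means the concentration at half of the fitted maximal effect; plate controls were basal doxycycline-induced cells for no effect and cells given 10 µM MG132 for full effect; MG132 reads +100%, hits lower the ratio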
#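 Compounds up to 46 uM were incubated four hours with TMD8 cells whose green CBG68 luciferase is fused to IkappaBalpha; red CBR luminescence normalised the signal, and concentration-effect curves were fitted to fusion, red and ratio data.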
# Mito fusion yeast – blocks mitochondrial division or promotes mitochondrial fusion; S. cerevisiae fusion-defective mutant growth rescue, CellTiterGlo 48 h; AID 485298; Potency, µM (top dose mostly 46.1 µM), without a hit: top-dose growth rescue (activation), actives largely listed as activators; hit rate 0.23% among 320,000;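 further: potency means the concentration at half of the fitted maximal effect; % of control where 0% means no effect; nearly all actives have a fitted effect of over 45% in size; temperature-sensitive fusion mutants such as fzo1-1 at 37 °C on non-fermentable ethanol glycerol medium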
#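 Yeast fusion mutant, YPEG (non-fermentable carbon), compound, 48 h at 37C non-permissive; CellTiterGlo added, 10 min RT, luminescence read. Rescued growth = division inhibition.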
# B2AR arrestin – agonists driving beta-arrestin recruitment to human beta2-adrenergic receptor; P07550; Potency, µM (doses to about 46.1 µM), inactives show at the top dose activation, actives largely listed as activators; hit rate 0.02% among 330,000; AID 492947; beta-arrestin recruitment to beta2AR, cell-based reporter;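 further: potency means the concentration at half of the fitted maximal effect; 0% = DMSO controls and full agonism = EC100 isoproterenol or metaproterenol; nearly all actives have a fitted effect of over 65% in size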
# Eya2 inh – inhibitors of human Eya2 phosphatase activity. AID 488837. Potency, µM (titrated, usually from 76.9 µM), without a hit: at the highest dose activity, negative = inhibition, hits mostly inhibitors. hit rate 0.006% among 330,000. O00167. recombinant Eya2, OMFP fluorescence dephosphorylation (OMFP is methylfluorescein phosphate); further: potency means the concentration at half of the fitted maximal effect; on the % scale 0 is the no-effect control and ±100 the full control effect
# Target sequence (O00167 whole entry, looked up): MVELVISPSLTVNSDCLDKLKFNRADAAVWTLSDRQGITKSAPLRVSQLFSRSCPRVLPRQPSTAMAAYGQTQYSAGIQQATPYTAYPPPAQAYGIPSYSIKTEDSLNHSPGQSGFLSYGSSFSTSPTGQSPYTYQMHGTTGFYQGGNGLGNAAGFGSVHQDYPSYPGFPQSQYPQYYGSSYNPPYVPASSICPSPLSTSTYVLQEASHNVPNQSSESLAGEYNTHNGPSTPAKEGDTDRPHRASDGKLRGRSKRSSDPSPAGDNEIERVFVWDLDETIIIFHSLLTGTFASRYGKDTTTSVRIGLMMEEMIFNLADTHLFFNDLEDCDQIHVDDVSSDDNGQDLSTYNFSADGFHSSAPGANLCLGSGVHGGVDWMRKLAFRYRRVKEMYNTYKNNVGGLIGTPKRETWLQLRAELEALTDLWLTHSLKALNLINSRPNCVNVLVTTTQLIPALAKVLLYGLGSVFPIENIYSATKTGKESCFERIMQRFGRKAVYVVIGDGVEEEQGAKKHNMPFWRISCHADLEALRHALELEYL
#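 Eya2 protein (added as 0.2 uM solution) was preincubated with compound for 10 min at ambient temperature in 50 mM HEPES pH 7.5, 50 mM NaCl, 5 uM MgCl2, 0.05% BSA, 1 mM DTT. OMFP (added at 50 uM) then reacted 10 min; fluorescence read at 485/525 nm.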
# ELG1 DNA repair – ELG1-dependent DNA repair inhibition; HEK293T ELG1-luciferase reporter, luminescence, 16 h; DNA damage induced by 5-fluorouridine; Potency, µM (series often up to 46.1 µM), inactives show at the highest dose activity change, negative = inhibition, most hits filed as inhibitors; hit rate 2.3% among 330,000; AID 504467; further: potency means the concentration at half of the fitted maximal effect; on the % scale 0 is the no-effect control and ±100 the full control effect; nearly all actives have a fitted effect of over 55% in size
#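 In this reporter screen, reduction of luminescence relative to DMSO vehicle indicated activity. Compounds and 5-fluorouridine were added together to 2,000 cells per well, incubated for 16 hr at 37 °C, then developed with ONE-Glo.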
# * marks the source's active call; other numbers are inactive results; ? = inconclusive; · = no result given; [ ] = dose if it differs, or a comment. Unless noted, the call rests on the fitted dose curve; in most records, active means well fitted curve in the direction sought with a large enough effect; inconclusive means small, poorly fitted or top-dose-only effect, or another doubt; inactive means no such curve, though single readings can be large; an effect the other way counts as inactive or inconclusive.
SMILES,TSHR antag,Tb PFK inh,PTAP TSG101 blk,USP2a inh,TCR act,uPA surface inh,BCR signal inh,Mito fusion yeast,B2AR arrestin,Eya2 inh,ELG1 DNA repair
Nc1c(C(=O)Nc2ccccc2)sc2nc3c(c(-c4ccco4)c12)CCC3,-6,1%,1%,1%,-21%,14%,-2%,0%,0.0%,-11%,?
O=C(Nc1nc2cc3c(cc2s1)OCO3)c1ccco1,7,-10%,0%,-2%,-7%,-6%,?,6%,-0.5%,-17%,?
O=C(Cn1cc([N+](=O)[O-])cn1)NCc1ccccc1,3,-4%,4%,2%,·,4%,10%,0%,-0.4%,-27%,12%
Cc1ccc(/C=C2/C(=O)N(c3ccccc3)C(=S)N2C)o1,-5,?,-3%,1%,2%[46.1 µM],-1%,-17%,6%,?,-4%,?
O=C1C2ON(c3ccccc3)C(c3ccncc3)C2C(=O)N1c1ccccc1 (configuration not stated),1,-1%,0%,0%,-6%,-1%,3%,2%,0.4%,6%,1%
CCN(CC)S(=O)(=O)c1ccc2c(c1)nc(CCC(=O)OCC(=O)Nc1cc(OC)cc(OC)c1)n2C,3,0%,-4%,3%,-2%[46.1 µM],-4%,-7%,-4%,-1.7%,6%,-4%
CCCc1ccc(-c2ccc(C(=O)O)cc2)nc1,4,0%,0%,3%,-4%,?,?,5%,0.0%,2%,?
CCn1c(SCC(=O)Nc2ccc(Cl)cc2)nnc1C1CC1,1,-2%,-4%,1%,1%,-11%,?,-3%,-0.7%,-1%,-1%
CC(C)Cn1c(N)c(C(=O)COC(=O)c2cccc(Cl)c2)c(=O)n(C)c1=O,-6,2%,-5%,-6%,-4%,3%,?,15%,-1.2%,-10%,21µM*
O=C(Nc1ccon1)c1ccc(Cl)s1,21,5%,-2%,1%,-1%,·,0%,14%,-0.4%,3%,-11%
Cc1ccc(S(=O)(=O)Cn2nnnc2C(C(C)C)N2CCN(c3nc4ccccc4s3)CC2)cc1 (configuration not stated),-9,-2%,-1%,1%,6%[46.1 µM],0%,-16%,?,-0.5%,7%,18µM*
COc1ccccc1NS(=O)(=O)c1ccc(NN=C2CCCCC2)c([N+](=O)[O-])c1,-2,-1%,1%,-5%,1%[46.1 µM],-5%,?,10%,-0.5%,-2%,20%
COc1cccc(C2CC(c3c(F)cccc3Cl)n3nc(N)nc3N2)c1 (configuration not stated),-4,4%,-3%,2%,3%,0%,-5%,-3%,-1.0%,-9%,20%
OC(CN1CC=C(/C=C/c2ccc(Br)cc2)CC1)c1ccccc1 (configuration not stated),6,1%,-2%,8%,5%,-1%,1%,-9%,-0.3%,4%,12%
COc1cc2c(cc1OC)C1(CCCC1)CNC2c1ccc([N+](=O)[O-])cc1 (configuration not stated),19,1%,-3%,2%,1%,1%,-10%,10%,0.0%,4%,?
O=C1C(=O)N(O)C2CCCCC2N1O (configuration not stated),-8,-2%,-1%,2%,-1%[46.1 µM],0%,-1%,-2%,-0.4%,1%,7%
CC(=NNC(=O)c1ccc2nc[nH]c2c1)c1ccc(Br)cc1,10,-2%,-4%,-5%,-3%,-2%,2%,·,-0.4%,?,29%
O=C(Nc1ccc(N2CCCCC2)cc1)c1ccc(F)cc1F,10,-5%,-1%,0%,0%,-6%,?,1%,-0.8%,4%,?
O=c1cc(CCl)nc2scc(-c3ccccc3)n12,-9,-3%,0%,3%,2%,-16%,10%,-5%,-0.9%,19%,-7%
COc1cc(C(=O)NCCN2CCCC2)cc(OC)c1OC,-3,0%,-2%,1%,0%[46.1 µM],5%,-3%,-3%,-1.0%,-3%,12%
CC1CCCC(NC(=O)COC(=O)Cc2ccc(Cl)cc2)C1C (configuration not stated),-10,8%,1%,4%,12%,0%,?,·,-0.8%,1%,2%
COC(=O)c1ccc(C(=O)OC)c(NC(=O)CSCC(=O)O)c1,-2,0%,-1%,0%,3%,1%,?,1%,0.2%,-3%,24%
CC1CCN(C(=O)CSc2nc3c(cnn3-c3ccccc3)c(=O)[nH]2)CC1,-6,2%,0%,0%,0%,-10%,18%,7%,0.2%,8%,2%
O=C(c1cnn2c(C(F)(F)F)cc(-c3ccccc3)nc12)N1CCOCC1,5,1%,-7%,3%,-3%,1%,-4%,3%,0.5%,-4%,-5%
CC12CC(NC(=O)N1c1cccc(C(=O)N3CCCCC3)c1)c1ccccc1O2 (configuration not stated),8,1%,-4%,-2%,1%,2%,-7%,1%,0.2%,2%,-7%
c1ccc(C2CC(c3ccccc3)C(c3ccccc3)N2)cc1 (configuration not stated),6,1%,1%,1%,1%,1%,0%,-4%,-0.7%,12%,0%
CSCCC(NC(=O)COc1ccccc1)C(=O)N(C)Cc1ccc(Cl)cc1Cl (configuration not stated),-13,5%,-6%,4%,·,-11%,0%,25%,0.9%,1%,?
Cc1ccc(-n2c(O)c(C=NC3CCS(=O)(=O)C3)c3ccccc3c2=O)cc1 (configuration not stated),8,0%,-5%,3%,-22%,·,0%,-2%,0.9%,-11%,-1%
CN1CCc2c(sc3nc(NCCO)n(-c4cccc(Cl)c4)c(=O)c23)C1,-5,-1%,-3%,1%,6%,8%,?,6%,0.2%,4%,1%
CC1=CC=CN2C1=NC(=O)CC2(C)C(=O)N(CC(=O)NC1CCCC1)c1cc(C)cc(C)c1 (configuration not stated),-8,5%,0%,-1%,4%,-3%,-1%,-3%,0.4%,10%,3%
Cc1ccc2c(c1)c1ccc3c(c1n2C)C(=O)C=CC3=O,-17,-4%,-5%,6%,12%,?,2%,-10%,2.8%,15%,-26%
Cc1cc(NC(=O)CSc2nnc(Cc3ccccc3)n2C)no1,-5,-4%,-6%,1%,-1%[46.1 µM],6%,3%,-1%,0.0%,-19%,-3%
CCCC(=O)Nc1ccccc1Sc1ncnc2scc(-c3ccccc3)c12,2,5%,-6%,-1%,8%[46.1 µM],1%,0%,?,-0.6%,1%,0%
COc1ccccc1NCc1cc(=O)oc2c(C)c(O)ccc12,-11,-2%,0%,-2%,1%,-1%,?,18%,0.6%,-13%,-6%
CC(=O)Nc1ccc(NC(=O)CS(=O)(=O)Cc2ccccc2)cc1,-2,-27%,·,3%,1%,3%,-1%,2%,-0.5%,8%,1%
Cc1nn(Cc2c(Cl)cccc2Cl)c(C)c1NC(=O)c1cn(-c2ccccc2)nc1-c1ccccc1,60,7%,-5%,-4%,-2%,2%,0%,-1%,0.9%,-13%,?
COc1ccc(C(=O)Nc2cc(Cl)ccc2Cl)c(OC)n1,6,1%,0%,1%,-120%,-3%,?,0%,0.2%,-7%,?
Cc1cc2nc(N=C(N)N)nc(C)c2cc1C,5,8%,6%,2%,-1%,-4%,-6%,-4%,0.0%,4%,?
CS(=O)(=O)N(CC(=O)N1CCOCC1)c1ccc2c3c(cccc13)CC2,1,-13%,-6%,1%,1%,-2%,-6%,-2%,0.0%,15%,-1%
CC(Cc1ccccc1)C(=O)NCCO (configuration not stated),3,1%,-2%,2%,-3%,5%,?,-1%,-0.4%,-4%,2%
Nc1ccc(Nc2cc(O)c3ncccc3c2)cc1,-16,-8%,·,?,·,·,7%,-3%,-0.4%,-10%,·
COC(=O)C1C/C(=N/NS(=O)(=O)c2ccc(C)cc2)CS1 (configuration not stated),14,-4%,-2%,4%,-1%,-2%,10%,-2%,-0.2%,-8%,2%
CCOc1ccccc1N1Cc2ccccc2C1,-3,2%,-5%,1%,-18%,5%,?,2%,0.4%,2%,2%
O=C(NCc1ccco1)c1ccc(CS(=O)(=O)c2cccc(C(F)(F)F)c2)o1,-16,-5%,-7%,1%,2%,-3%,-4%,3%,-0.3%,9%,-4%
COc1ccc(OC)c(CCNC(=O)CN2C(=O)CC(C)(C)S(=O)(=O)c3ccccc32)c1,4,3%,-4%,3%,-3%,1%,?,2%,-0.2%,-21%,6%
CC(C)C(NC(=O)c1ccccc1F)C(=O)NCC(c1ccco1)N1CCCCC1 (configuration not stated),5,-1%,3%,1%,0%[46.1 µM],6%,-1%,·,0.0%,-9%,-3%
CCc1ccccc1N(CC(=O)NCc1ccco1)C(=O)c1snc(C(N)=O)c1N,-3,-23%,-1%,6%,2%,1%,?,-1%,-0.2%,-7%,-9%
